Screening data deposited in PubChem by Broad Institute.
EWS-Fli block = EWS/Fli-driven NR0B1 reporter inhibitors, primary screen, A673 cells, NR0B1 luciferase, luminescence, MLPCN library; viability-normalised; inhibition, % at 12.6 µM; 0.67% of 350,000 active; AID 651661, 2012;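 active = mean inhibition of at least 50% after viability correction, with every replicate also passing that limit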;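 also: firefly luciferase signal divided by Alamar Blue viability fluorescence both relative to DMSO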
S100A4 inh HTS = inhibitors of S100A4-myosin IIA peptide binding, primary screen, biochemical, fluorescence polarization, TAMRA-MyoIIA peptide | Protein S100-A4 (Homo sapiens), P26447 | inhibition, % at 10.7 µM | 0.14% of 360,000 active;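 active = mean inhibition of at least 70% across replicates, with every replicate also reaching that level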
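Assay system: human S100A4 monomer with TAMRA-labelled myosin IIA peptide / Buffer or medium: Calcium-containing HEPES buffer, pH 7.2 / Reagent: TAMRA-labelled myosin IIA heavy-chain peptide probe, 5 nM / Compound: one dose per compound / Timing: polarization read 5 min after assay mix addition, stable 5–60 min / Benchmarks: neutral control DMSO, positive control TFP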
E-selectin induc = E-selectin induction in HUVECs, primary screen, imaging, HUVEC, immunofluorescence imaging, single point; P16581; normalized: neutral wells 0, TNF-alpha wells 100; activation, % at 7.58 µM; 0.37% of 260,000 active; AID 686992, 2013;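 active = mean E-selectin-positive cell signal at least 10% of the positive control, reached in at least 60% of replicates, without over 20% cell loss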;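 also: in these data hits start at about 27%; measured in HUVEC primary endothelial cells; signal is the percent of cells scored E-selectin positive by PE staining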
Target sequence (P16581 whole entry, looked up): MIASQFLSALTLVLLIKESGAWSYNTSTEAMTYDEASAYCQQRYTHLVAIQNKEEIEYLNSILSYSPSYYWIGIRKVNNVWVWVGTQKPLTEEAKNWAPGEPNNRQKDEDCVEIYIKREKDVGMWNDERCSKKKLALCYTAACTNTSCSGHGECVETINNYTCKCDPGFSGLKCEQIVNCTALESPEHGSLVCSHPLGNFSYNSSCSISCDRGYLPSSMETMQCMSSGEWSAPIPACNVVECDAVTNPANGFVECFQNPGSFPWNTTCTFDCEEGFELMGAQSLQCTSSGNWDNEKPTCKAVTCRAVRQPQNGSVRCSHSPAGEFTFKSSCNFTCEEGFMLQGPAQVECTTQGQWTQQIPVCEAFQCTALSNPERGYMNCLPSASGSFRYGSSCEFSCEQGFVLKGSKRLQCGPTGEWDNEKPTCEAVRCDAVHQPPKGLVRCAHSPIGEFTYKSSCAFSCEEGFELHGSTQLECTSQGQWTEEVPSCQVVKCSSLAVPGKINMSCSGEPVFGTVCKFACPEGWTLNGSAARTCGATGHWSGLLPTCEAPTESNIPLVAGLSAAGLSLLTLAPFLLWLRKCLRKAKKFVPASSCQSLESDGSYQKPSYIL
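Read-out basis: % PE-positive cells; Test system: HUVEC primary endothelial cells; Technique: immunofluorescence imaging; Dosing: single-point compound dose.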
esBAF inh = Bmi1 luciferase reporter increase in mESCs, primary screen, esBAF inhibitor project, mouse ES cells, Bmi1 luciferase knock-in, single point; 2% of 350,000 active; reporter increase, % at 12.5 µM; 24 h; 100% = twice the neutral-well signal; in the data active = activation above about 40%;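 also: 0% = median of the plate's neutral control wells and 100% = double that signal; a rise in the Bmi1 reporter signal indicates esBAF inhibition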
RAD54 inh = inhibitors of human RAD54 branch migration, primary screen, biochemical, fluorescence, single point; DNA repair and recombination protein RAD54-like (Homo sapiens), Q92698; RAD54 Holliday junction branch migration, FAM/BHQ fluorescence; inhibition, % at 10.4 µM; 0.14% of 360,000 active; AID 602329, 2012;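 active = mean normalized replicate activity at least 40 and at least half of replicates scoring 40 or more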;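 also: 0% = median of neutral control wells and 100% = median of positive control wells; inhibitors cause a drop in the FAM fluorescence signal; in these data hits start at about 50%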
Xi reactivation = activators of inactive X chromosome reactivation, primary screen, imaging, XiGFP fibroblasts, GFP high-content imaging, set 2; XiGFP mouse fibroblasts, % GFP-positive cells imaging, 3 d; cells co-treated with 5-aza-dC sensitizer; scaled so ellipticine positive control = 100%; activation, % at 7.58 µM; 0.055% of 360,000 active;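 active = mean normalized replicate activation at least 10% and every replicate at or above 10%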;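 also: 0% = median of on-plate neutral control wells and 100% = ellipticine 6 µM median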
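System: SV40-immortalized XiGFP fibroblast cells, line 68-5-11 / Incubation: 3-day compound exposure, then 15 min fixation at room temperature / Compound: single concentration per compound, delivered by pin transfer / Buffer or medium: DMEM plus 5-aza-dC sensitizer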
RAD52 anneal inh = RAD52 DNA annealing inhibitors, primary screen, biochemical, FRET, single point, set 2 | DNA repair protein RAD52 homolog (Homo sapiens), P43351 | recombinant RAD52 DNA annealing, FRET fluorescence | inhibition, % at 18.7 µM | 0.46% of 360,000 active | AID 651710, 2012;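 active = every replicate showing at least 50% inhibition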
Target sequence (P43351 whole entry, looked up): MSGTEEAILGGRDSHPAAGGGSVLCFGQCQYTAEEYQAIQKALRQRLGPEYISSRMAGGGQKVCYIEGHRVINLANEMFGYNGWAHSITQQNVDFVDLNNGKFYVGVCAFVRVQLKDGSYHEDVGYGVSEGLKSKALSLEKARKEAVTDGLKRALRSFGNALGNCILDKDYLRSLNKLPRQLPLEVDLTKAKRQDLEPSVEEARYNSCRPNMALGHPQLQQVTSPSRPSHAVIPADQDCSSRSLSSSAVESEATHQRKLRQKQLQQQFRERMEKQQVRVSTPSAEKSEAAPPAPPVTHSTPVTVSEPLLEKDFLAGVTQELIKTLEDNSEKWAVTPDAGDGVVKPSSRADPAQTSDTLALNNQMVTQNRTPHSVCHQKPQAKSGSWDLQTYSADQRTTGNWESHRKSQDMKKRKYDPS
FN deposition inh = inhibitors of fibronectin matrix deposition, primary screen, AH1F cells, Alexa488-fibronectin fluorescence, plate reader | 0.086% of 350,000 active | AH1F fibroblasts, overnight | inhibition, % at 12.6 µM;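 active = mean inhibition across replicates of 30% or more, regardless of how many single replicates reach that level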;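 also: positive control wells lacked labelled fibronectin entirely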
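Material – AH1F fibroblast monolayer, labelled fibronectin deposition · Reagent – labelled fibronectin 24 nM · Timing – 1 h adhesion, overnight exposure · Measured by – fluorescence at 485 nm excitation, 525 nm emission · Read-out – inhibition of fibronectin deposition signal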
Active calls of the source: *; & = joins results of further samples. No enrichment for hits; overall some 3% were active at least once.

Results for Cc1cc(NC(=O)Cc2ccccc2[N+](=O)[O-])no1 ?
EWS-Fli block: 11; S100A4 inh HTS: -1; E-selectin induc: 0.1; esBAF inh: -3; RAD54 inh: -1; Xi reactivation: 0.2; RAD52 anneal inh: -13; FN deposition inh: 1

Results for CCOC(=O)Cn1c(C)[n+](C)c2cc(Cl)c(Cl)cc21 ?
EWS-Fli block: -4; S100A4 inh HTS: 4; Xi reactivation: 0.0; RAD52 anneal inh: -11; FN deposition inh: -6

How did Cc1ccc(-c2nnn(CC(=O)N(c3ccccc3)C(C(=O)NCC3CCCO3)c3ccc(F)cc3)n2)o1 (configuration not stated) do in these assays?
EWS-Fli block: 8; S100A4 inh HTS: 1; esBAF inh: 5; RAD54 inh: -2; Xi reactivation: -0.1; RAD52 anneal inh: -8; FN deposition inh: -22

Results for COc1ccc(S(=O)(=O)N(C)C[C@@H]2Oc3c(NC(=O)c4cnccn4)cccc3C(=O)N([C@H](C)CO)C[C@@H]2C)cc1 ?
EWS-Fli block: 3; S100A4 inh HTS: -41; E-selectin induc: 0.2; esBAF inh: 2; RAD54 inh: 1; Xi reactivation: -0.1; RAD52 anneal inh: 1

What do the screens show for `COCC(=O)N1[C@@H](CO)[C@@H](c2ccc(-c3cccc(F)c3)cc2)C12CN(C(=O)C1CC1)C2`?
EWS-Fli block: -5; S100A4 inh HTS: -21; E-selectin induc: 0.2; Xi reactivation: 0.2; RAD52 anneal inh: -29; FN deposition inh: 9

Results for CC(C)Oc1cc(O)c2c(=O)c(-c3ccc(O)cc3)coc2c1 ?
EWS-Fli block: -7; S100A4 inh HTS: -6; E-selectin induc: 114*; esBAF inh: 2; RAD54 inh: -5; Xi reactivation: 0.1; RAD52 anneal inh: 6; FN deposition inh: -7

Results for C[C@H]1CN([C@@H](C)CO)C(=O)c2cc(NC(=O)Nc3cccc4ccccc34)ccc2O[C@@H]1CN(C)Cc1ccc(Oc2ccccc2)cc1 ?
EWS-Fli block: 8; S100A4 inh HTS: 3; esBAF inh: -11; RAD54 inh: 2; Xi reactivation: 0.0; RAD52 anneal inh: -26

What do the screens show for `COc1ccc(Cc2nnc(NC(=O)c3ccccc3C)s2)cc1`?
EWS-Fli block: 5; S100A4 inh HTS: -3; esBAF inh: -2; RAD54 inh: -1; Xi reactivation: 0.0; RAD52 anneal inh: -15; FN deposition inh: -4

Results for Cc1ccc(CNC(=O)C(=O)NCC2CCCN2S(=O)(=O)c2cccs2)cc1 (configuration not stated) ?
EWS-Fli block: 1; S100A4 inh HTS: -11; E-selectin induc: 3.2; esBAF inh: 6; RAD54 inh: 1; Xi reactivation: 0.0; RAD52 anneal inh: -39

How did Cc1ccccc1-c1cc2nc(-c3ccc([N+](=O)[O-])cc3)cc(=O)n2[nH]1 do in these assays?
EWS-Fli block: -5; S100A4 inh HTS: 3; Xi reactivation: 0.0; RAD52 anneal inh: 5; FN deposition inh: 3

Results for CC(=O)c1cccc(-c2ccnc3c2CC(C(=O)N2CCN(C)CC2)O3)c1 (configuration not stated) ?
EWS-Fli block: 8; S100A4 inh HTS: 2; E-selectin induc: 5.2; RAD54 inh: 0; Xi reactivation: -0.1; RAD52 anneal inh: -2; FN deposition inh: 7

What do the screens show for `Cc1cc(N2CCN(S(C)(=O)=O)C[C@@H]2C)ccc1N1CCN(Cc2ccccc2)[C@@H](C)C1`?
EWS-Fli block: 14; S100A4 inh HTS: -3; E-selectin induc: -0.2; Xi reactivation: 0.2; RAD52 anneal inh: 23; FN deposition inh: -6

Results for O=S(=O)(N1CCCCC1)N1CCNCC1 ?
EWS-Fli block: -5; S100A4 inh HTS: 6; esBAF inh: -5; RAD54 inh: -4; RAD52 anneal inh: -15

What do the screens show for `Cc1cc(C)nc(N/N=C/c2cccc(Cl)c2)n1`?
EWS-Fli block: -18; S100A4 inh HTS: 16; E-selectin induc: 3.7; Xi reactivation: 0.1; RAD52 anneal inh: -8; FN deposition inh: 3

Results for COc1ccc(-c2nnc(SCC(=O)c3ccc(C)o3)o2)cc1 ?
EWS-Fli block: -10; S100A4 inh HTS: 1; esBAF inh: 1; RAD54 inh: 0; RAD52 anneal inh: -6

Two records drawn at random from the list so far:
Results for CCOC(=O)Cn1c(C)[n+](C)c2cc(Cl)c(Cl)cc21 ?
EWS-Fli block: -4; S100A4 inh HTS: 4; Xi reactivation: 0.0; RAD52 anneal inh: -11; FN deposition inh: -6

How did Cc1ccccc1-c1cc2nc(-c3ccc([N+](=O)[O-])cc3)cc(=O)n2[nH]1 do in these assays?
EWS-Fli block: -5; S100A4 inh HTS: 3; Xi reactivation: 0.0; RAD52 anneal inh: 5; FN deposition inh: 3

Next section.
What do the screens show for `CCOc1ccccc1C1C2=C(COC2=O)Nc2cc3c(cc21)OCO3` (configuration not stated)?
EWS-Fli block: 47; S100A4 inh HTS: -2; E-selectin induc: -1.2; Xi reactivation: 1.2; RAD52 anneal inh: -4; FN deposition inh: 5

Results for Cc1ccc(NC(=O)Cc2ccsc2)cc1S(=O)(=O)N1CCOCC1 ?
EWS-Fli block: 6; S100A4 inh HTS: 3; E-selectin induc: -0.1; esBAF inh: 8; RAD54 inh: 15; Xi reactivation: 0.0; RAD52 anneal inh: -22; FN deposition inh: -3

How did C[C@H](CO)N1C[C@H](C)[C@@H](CN(C)C(=O)Nc2ccc3c(c2)OCO3)Oc2ccc(NC(=O)NC3CCCCC3)cc2CC1=O do in these assays?
EWS-Fli block: -12; S100A4 inh HTS: 8; E-selectin induc: -14; esBAF inh: 3; RAD54 inh: 2; Xi reactivation: 0.0; RAD52 anneal inh: -10

What do the screens show for `Cc1ccc(SC2CCN(C(=O)C3CCC(=O)N(C4CC4)C3)CC2)cc1` (configuration not stated)?
EWS-Fli block: -21; S100A4 inh HTS: -4; esBAF inh: 16; RAD54 inh: -5; Xi reactivation: 0.3; RAD52 anneal inh: 1; FN deposition inh: -21

How did CCOc1cc(OCC)cc(C(=O)NCCCN2CCOCC2)c1 do in these assays?
EWS-Fli block: 2; S100A4 inh HTS: -2; E-selectin induc: -2.9; esBAF inh: -1; RAD54 inh: -12; Xi reactivation: 0.2; RAD52 anneal inh: -13; FN deposition inh: 7

Results for COc1cc(C2NC(=O)NC(C)=C2C(=O)OCC2CCCO2)ccc1O (configuration not stated) ?
EWS-Fli block: -4; S100A4 inh HTS: -11; esBAF inh: -7; RAD54 inh: -2; RAD52 anneal inh: -3

What do the screens show for `Cc1ccc(CC(=S)N2CCOCC2)cc1`?
EWS-Fli block: 1; S100A4 inh HTS: -1; esBAF inh: -1; RAD54 inh: -8; Xi reactivation: 0.3; RAD52 anneal inh: -9; FN deposition inh: -12

What do the screens show for `CCc1cc2c(SCC(=O)NC3CC3)ncnc2s1`?
EWS-Fli block: -4; S100A4 inh HTS: -1; E-selectin induc: -0.1; esBAF inh: -5; RAD54 inh: -6; Xi reactivation: 0.0; RAD52 anneal inh: -24; FN deposition inh: 7

Results for COc1ccc(CN(CC(=O)NCc2ccco2)C(=O)CNS(=O)(=O)c2ccc(C)cc2)cc1 ?
EWS-Fli block: -4; S100A4 inh HTS: -3; esBAF inh: 3; RAD54 inh: 3; Xi reactivation: 0.1; RAD52 anneal inh: -8; FN deposition inh: -1

How did COCCn1c(Cc2ccccc2)nnc1SC(C)C(=O)NC1CC1 (configuration not stated) do in these assays?
EWS-Fli block: -3; S100A4 inh HTS: -1; esBAF inh: -8; RAD54 inh: 4; Xi reactivation: 0.0; RAD52 anneal inh: -4; FN deposition inh: -6

Results for NC(=O)c1ccsc1NC(=O)CS(=O)(=O)c1ccccc1 ?
EWS-Fli block: -3; S100A4 inh HTS: -6; Xi reactivation: 0.0; RAD52 anneal inh: -4; FN deposition inh: 3

How did O=C(c1ccccc1)N1C[C@H]2[C@@H](c3ccccc31)[C@H](CO)N2S(=O)(=O)c1ccccc1 do in these assays?
EWS-Fli block: 0; S100A4 inh HTS: 16; E-selectin induc: -0.1; esBAF inh: -1; RAD54 inh: 4; Xi reactivation: 0.3; RAD52 anneal inh: 2

How did C[C@H](CO)N1C[C@H](C)[C@H](CN(C)C)Oc2ccc(NC(=O)CCCCCC(=O)Nc3ccccc3N)cc2CC1=O do in these assays?
S100A4 inh HTS: 1; E-selectin induc: -2.8; esBAF inh: 0; RAD54 inh: -48; Xi reactivation: 0.0; RAD52 anneal inh: -7

How did CCOC(=O)C(CC(=O)c1ccccc1)CC(=O)c1ccccc1 do in these assays?
EWS-Fli block: -63; S100A4 inh HTS: 2; esBAF inh: 57*; RAD54 inh: -5; Xi reactivation: 0.0; RAD52 anneal inh: -5; FN deposition inh: 6

How did CO[C@@H](CN(C)S(=O)(=O)c1cn(C)cn1)[C@@H](C)CN(C(=O)Nc1ccc(F)cc1)[C@H](C)CO do in these assays?
EWS-Fli block: -16; S100A4 inh HTS: -3; E-selectin induc: -0.1; esBAF inh: -3; RAD54 inh: -3; Xi reactivation: 0.0; RAD52 anneal inh: -14; FN deposition inh: 6

Results for Nc1nnc(SCc2ccc(F)cc2Cl)s1 ?
EWS-Fli block: -4; S100A4 inh HTS: 2; esBAF inh: 4; RAD54 inh: 7; RAD52 anneal inh: -10

What do the screens show for `Cc1nc(C(=O)NC2CCOCC2)sc1C1(C)CC(c2ccccc2)=NO1` (configuration not stated)?
EWS-Fli block: -6; S100A4 inh HTS: 3; E-selectin induc: 0.0; esBAF inh: 0; RAD54 inh: 0; Xi reactivation: 3.0; RAD52 anneal inh: -42; FN deposition inh: -8

Results for O=C(C1=C[C@@H](c2ccc3c(c2)OCO3)C[C@@H](OCCCCO)O1)N1CCOCC1 ?
EWS-Fli block: -2&-6; S100A4 inh HTS: -1&-2; E-selectin induc: -0.1; esBAF inh: -7; RAD54 inh: -14&1; Xi reactivation: 0.0; RAD52 anneal inh: 4&-3; FN deposition inh: -3

What do the screens show for `N#Cc1ncn(C2OC(CO)C(O)C2O)c1N` (configuration not stated)?
EWS-Fli block: -3; S100A4 inh HTS: 10; E-selectin induc: -0.1; Xi reactivation: 0.4; RAD52 anneal inh: -8; FN deposition inh: -2

Results for CC1=Nc2ccccc2N=C(NC(=O)CN2CCN(c3ccc(F)cc3)CC2)C1c1ccccc1 (configuration not stated) ?
EWS-Fli block: 4; S100A4 inh HTS: -4; esBAF inh: 0; RAD54 inh: 4; Xi reactivation: 0.1; RAD52 anneal inh: -4; FN deposition inh: -5

Results for CCO[C@@H]1OC(C(=O)Nc2ccccc2)=C[C@H](C2CC2)[C@H]1CCCO ?
EWS-Fli block: -7&1; S100A4 inh HTS: 11&1; E-selectin induc: 1.2; esBAF inh: -9; RAD54 inh: 10&-1; Xi reactivation: -0.2; RAD52 anneal inh: 6&3; FN deposition inh: 8
